p97 inhibitor: inhibitors of human p97 ATPase, primary screen, biochemical | AID 1481, 2009 | inhibition, % at 8 µM | Transitional endoplasmic reticulum ATPase (Homo sapiens), P55072 | 220,000 compounds, 0.42% hits | recombinant p97 ATPase, Kinase-Glo ATP luminescence, 3 h; in the data active means inhibition above about 15%;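 further: 0% = DMSO vehicle and 100% = wells lacking enzyme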
FXIIa inh: human FXIIa protease inhibitors, primary screen, biochemical, 1536-well; Coagulation factor XII (Homo sapiens), P00748; purified FXIIa, Boc-QGR-AMC fluorogenic substrate, 2 h; inhibition, % at 5 µM; 220,000 compounds, 0.3% hits; AID 800, 2007; in the data active means inhibition above about 40%;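 further: 0% = enzyme with no compound and 100% = blank without enzyme; many of its hits are not listed in these tables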
PERK inhibitor: block of dimerizer-induced PERK translation repression, primary screen, PERK inhibitor project, CHO PERK-DD cells, SEAP luminescence, HTS; inhibition, % at 5.6 µM; Eukaryotic translation initiation factor 2-alpha kinase 3 (Homo sapiens), Q9NZJ5; CHO PERK-DD fusion, SEAP luminescence translation reporter; 220,000 compounds, 0.17% hits;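 active means inhibition above the mean inhibition of all tested compounds plus 3 SD, set separately per screening campaign, cut at about 2.9% in these data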;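 further: PERK kinase domain activated by AP20187 dimerizer at 100 nM; 0% = DMSO with dimerizer and 100% = rapamycin at 8.4 µM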
FXIa inh 1536: human FXIa protease inhibitors, primary screen, biochemical, 1536-well | purified FXIa, Boc-Glu-Ala-Arg-AMC fluorogenic substrate | inhibition, % at 5 µM | 220,000 compounds, 0.14% hits | AID 798, 2007;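 active means inhibition of at least 40%; inactive means inhibition below 40%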;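 further: fluorescence of freed AMC excited at 355 nm; 0% = enzyme without compound and 100% = no enzyme blank; many of its hits are not listed in these tables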
Wee1 stabilizer: Wee1 degradation inhibitors, primary screen, cell-based, HeLa, Wee1K328M-luciferase, luminescence | 220,000 compounds, 1.2% hits | Wee1-like protein kinase (Homo sapiens), P30291 | reporter increase, % at 5 µM | HeLa Luc-Wee1K328M stability; 100% = proteasome inhibitor MG132 effect | AID 1321, 2008;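 active means activation above the mean of all tested compounds plus 3 SD, set per screening run, cut at about 8.8% in these data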;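 further: cells exposed to compound for 20 h before luminescence read; 0% = DMSO alone and 100% = MG132 at 30 µM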
Target sequence (P30291 whole entry K328M): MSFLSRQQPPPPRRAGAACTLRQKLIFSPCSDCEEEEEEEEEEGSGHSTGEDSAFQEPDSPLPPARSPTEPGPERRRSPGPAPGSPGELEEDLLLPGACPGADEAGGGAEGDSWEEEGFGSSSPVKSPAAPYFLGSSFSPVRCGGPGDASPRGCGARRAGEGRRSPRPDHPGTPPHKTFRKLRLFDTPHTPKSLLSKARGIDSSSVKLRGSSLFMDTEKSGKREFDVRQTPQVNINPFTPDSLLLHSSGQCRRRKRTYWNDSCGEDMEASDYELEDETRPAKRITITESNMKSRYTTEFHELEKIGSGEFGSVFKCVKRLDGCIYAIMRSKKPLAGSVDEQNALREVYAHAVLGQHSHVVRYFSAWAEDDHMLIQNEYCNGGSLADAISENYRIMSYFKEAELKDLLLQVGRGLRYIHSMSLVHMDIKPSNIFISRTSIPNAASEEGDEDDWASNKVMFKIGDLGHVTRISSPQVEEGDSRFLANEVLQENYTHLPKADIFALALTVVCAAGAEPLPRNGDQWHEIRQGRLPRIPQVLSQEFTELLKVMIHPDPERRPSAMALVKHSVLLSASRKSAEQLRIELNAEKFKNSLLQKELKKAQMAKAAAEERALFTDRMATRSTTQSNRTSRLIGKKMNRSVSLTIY
Furin inhibitor: human furin inhibitors, primary screen, biochemical, fluorescence intensity; purified furin, fluorogenic substrate cleavage; inhibition, % at 30 µM; 220,000 compounds, 0.061% hits; in the data active means inhibition above about 25%; further: inactives centre near -15
KCC2 mod: KCC2 cotransporter modulators, thallium flux, primary screen, cell-based, HEK293 KCC2, FluoZin-2 fluorescence, MLSMR | KCC2 cells, thallium flux FluoZin-2 fluorescence | AID 1456, 2008 | B-score of Tl+ flux slope (higher = more flux/activation; lower = inhibition) at 10 µM | 190,000 compounds, 2.2% hits | Solute carrier family 12 member 5 (Homo sapiens), Q9H2X9;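 active means thallium flux slope and its plate-corrected score both differing from the plate sample mean at a set confidence after two filtering rounds, in either direction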;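 further: slope of fluorescence scaled to starting intensity during 10 to 20 s after thallium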
KLK5 inh: human KLK5 protease inhibitors, primary screen, biochemical, 1536-well; 210,000 compounds, 0.59% hits; inhibition, % at 5 µM; recombinant hK5, fluorogenic AMC substrate cleavage;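 active means inhibition of 40% or more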;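 further: 0% = enzyme controls without compound and 100% = no-enzyme blanks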
Target sequence (Q9Y337 67-293 limits assumed): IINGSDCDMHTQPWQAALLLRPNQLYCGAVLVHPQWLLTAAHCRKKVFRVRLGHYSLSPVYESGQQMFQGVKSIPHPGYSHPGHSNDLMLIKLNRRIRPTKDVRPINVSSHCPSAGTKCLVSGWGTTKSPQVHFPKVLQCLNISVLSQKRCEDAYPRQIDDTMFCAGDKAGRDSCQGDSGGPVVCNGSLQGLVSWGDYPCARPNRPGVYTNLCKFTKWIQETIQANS
Thrombin inh: human alpha-thrombin inhibitors, primary screen, counter-screen for coagulation protease inhibitor project, biochemical, 1536-well, fluorogenic AMC substrate. 220,000 compounds, 0.26% hits. Boc-VPR-AMC fluorogenic substrate cleavage. Prothrombin (Homo sapiens), P00734. inhibition, % at 5 µM;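 active means inhibition at or above 40%; inactive means inhibition below 40%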;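 further: 0% = enzyme with no compound and 100% = wells without enzyme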
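Test system: human alpha-thrombin; medium: pH 7.5 Tris-saline with Tween 20; times: reaction at room temperature; signal: AMC fluorescence at 355 nm excitation and 460 nm emission; also added: Boc-VPR-AMC substrate, 15 µM final; dosing: one concentration per compound, 5 µM, with 0.2% DMSO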
* hit, by the source's call; . = not tested or not shown; [ ] = remark or other dose.

Sample of the layout, three compounds:
Molecule,FXIa inh 1536,p97 inhibitor,Furin inhibitor,PERK inhibitor,Thrombin inh,Wee1 stabilizer,FXIIa inh,KCC2 mod,KLK5 inh
COc1ccc(/C=C/C(=O)NC(=S)NNC(=O)Cc2cccs2)cc1OC,-15,0,-2[20 µM],0.2,0,1,8,-1.3,-221
Cc1cc(C)cc(OCC(=O)Nc2cc(C)on2)c1,-2,3,-27,1.1,-5,-3,5,1.2,2
CC(=O)NC(CC(=O)Nc1nc(C)cs1)c1ccccc1 (stereo unspecified),0,0,-18,-0.5,0,4,10,1.5,-5

The listing, from the start:
Molecule,FXIa inh 1536,p97 inhibitor,Furin inhibitor,PERK inhibitor,Thrombin inh,Wee1 stabilizer,FXIIa inh,KCC2 mod,KLK5 inh
COc1ccc(/C=C/C(=O)NC(=S)NNC(=O)Cc2cccs2)cc1OC,-15,0,-2[20 µM],0.2,0,1,8,-1.3,-221
Cc1cc(C)cc(OCC(=O)Nc2cc(C)on2)c1,-2,3,-27,1.1,-5,-3,5,1.2,2
CC(=O)NC(CC(=O)Nc1nc(C)cs1)c1ccccc1 (stereo unspecified),0,0,-18,-0.5,0,4,10,1.5,-5
Cc1nn(C)c(C)c1NC(=O)CCSc1nc(-c2ccco2)cc(C(F)(F)F)n1,5,-8,-19[20 µM],-1.1,2,1,12,-0.24,-15
COc1ccc(NCCNc2ccc(OC)cc2)cc1,2,2,-35,0.1,0,1,19,-0.21,-13
NS(=O)(=O)c1cccc(NS(=O)(=O)c2ccc(/C=C/C(=O)OCC(=O)c3ccccc3)cc2)c1,-2,2,-22,-0.2,-6,1,5,0.3,-1
CCn1c(=O)c(C(=O)CN2CCCc3ccccc32)c(N)n(Cc2ccccc2)c1=O,-4,6,-13,0.1,-7,4,1,0.51,-31
COc1ccc(N=Cc2cccc(C)c2O)cc1Cl,2,-2,2,0.5,-6,-3,10,-0.13,-6
CCOc1ccc(C2NC(=O)c3n[nH]c(C)c32)cc1 (stereo unspecified),-2,2,-20,1.0,-3,0,9,-0.27,-3
C/C(=N/NC(=O)c1ccc2nc[nH]c2c1)c1cccs1,2,4,-7,0.1,8,1,4,-0.96,-3
COc1ccc(S(=O)(=O)Nc2ccccc2C(=O)NCc2ccco2)cc1Br,5,-4,-3[20 µM],-0.3,1,-1,16,-4.1*,1
COC(=O)c1c(NC(=O)CCc2ccc(C)o2)sc(C)c1C,-9,3,-8[20 µM],-0.1,-2,0,5,2,1

Further structures follow:
Molecule,FXIa inh 1536,p97 inhibitor,Furin inhibitor,PERK inhibitor,Thrombin inh,Wee1 stabilizer,FXIIa inh,KCC2 mod,KLK5 inh
CC(C)OC(=O)c1c(NC(=O)c2ccco2)sc2c1CCCCC2,-7,2,-7[20 µM],-1.4,-5,-1,-6,.,1
O=c1nc(N2CCCCCC2)nc(N2CCCCCC2)[nH]1,-5,1,-18[20 µM],0.9,5,-3,15,.,-9
Cc1nnc(NCc2n[nH]c(=O)c3ccccc23)c2ccccc12,2,2,-4,0.2,-2,2,-5,1,-2
CC[C@@H]1CC=C[C@H]2[C@H]1C(=O)N(Cc1ccccc1)[C@H]2c1ccc(C(F)(F)F)cc1,-1,.,-15,.,-7,.,5,0.31,0
CC12CCC(C(=O)NCCCN3CCOCC3)(C(Br)C1=O)C2(C)C (stereo unspecified),-5,3,-10,0.9,-7,1,4,0.25,-1
COc1ccc(-c2[nH]nc3c2C(c2ccncc2)C(C#N)=C(N)O3)cc1 (stereo unspecified),-6,0,-10[20 µM],-0.8,-6,-3,8,0.034,-16
CCCCOc1ccc(C(=O)Nc2ccc3c(c2)OCO3)cc1,9,1,-19,0.7,-4,2,6,-0.049,-6
CCc1nnc(NC(=O)C2Cc3ccccc3CN2S(=O)(=O)CC)s1 (stereo unspecified),8,-3,-11,0.2,-11,5,19,0.035,11
COC(=O)C1=CN(C)C=C(C(=O)OC)C1c1ccc(Cl)cc1Cl,2,3,-40,1.1,-3,-3,9,0.74,-125
COCCOC(=O)C1=C(N)Oc2c(oc(CO)cc2=O)C1c1ccccc1F (stereo unspecified),-4,5,-15[20 µM],0.0,1,8,16,.,1
CC1(C)CC(=O)c2sc(NS(=O)(=O)c3ccc(Br)cc3)nc2C1,-1,1,-15,0.8,-1,-4,5,-1.2,2
Cc1ccc(S(=O)(=O)/N=S(\C)CC2CC2(Cl)Cl)cc1 (stereo unspecified),-1,0,-8[20 µM],0.2,-4,1,7,-0.02,11

Following part.
Molecule,FXIa inh 1536,p97 inhibitor,Furin inhibitor,PERK inhibitor,Thrombin inh,Wee1 stabilizer,FXIIa inh,KCC2 mod,KLK5 inh
CCOC(=O)CN(c1ccccn1)S(=O)(=O)c1ccccc1,0,-2,-11[20 µM],0.9,3,1,7,.,2
C=CCO/N=C(\C)c1c(O)c(C)c(-c2ccccc2)n(-c2ccccc2)c1=O,-5,4,-1[20 µM],2.0,-3,-1,7,0.53,-10
Cc1ccn2cc(CCNC(=O)CC3CCCCC3)nc2c1,-2,4,-19,-0.1,-3,0,9,0.09,1
Oc1c(Br)cc(C2N=C(c3ccccc3Cl)NO2)cc1Br (stereo unspecified),-3,-4,-16[20 µM],-0.1,-1,-2,4,0.16,-19
CC(O)[C@@H](C(=O)N1CCNCC1)n1cc(CCCCN)nn1 (stereo partly specified),-2,6,-31,0.6,-3,-4,5,0.75,-1
O=C(NCc1cccs1)C(NS(=O)(=O)c1cccc2nsnc12)c1ccccc1 (stereo unspecified),-6,2,-13,-0.9,-5,1,-7,-0.57,0
Cc1cc2ccccc2c(=O)n1CC(=O)NCC1COc2ccccc2O1 (stereo unspecified),5,3,-25,-0.1,19,1,21,-4.4,-24
COc1ccc(-n2c3c(c(=O)[nH]c2=O)C(NS(=O)(=O)c2ccc(Cl)cc2)(C(F)(F)F)C(=O)N3)cc1 (stereo unspecified),3,9,-27,1.4,0,4,12,0.029,5
Cn1c(CCC(=O)Nc2ccc(N3CCOCC3)cc2)nc(=O)c2ccccc21,-3,4,-17,0.2,-4,3,13,.,5
CC1=CC(C)(C)n2c(O)c(C3=NC(=S)NC3=O)c3cc(OC(=O)c4cccc5ccccc45)cc1c32,-3,5,-9[20 µM],0.7,-3,-1,4,.,3
Cc1ccc(CNS(=O)(=O)NCc2ccc(Cl)cc2)cc1,0,0,-17,0.2,1,-2,7,-0.43,-3
COc1ccc(C2c3[nH]c4ccccc4c3CCN2Cc2ccoc2)c(F)c1 (stereo unspecified),-3,-1,-26,-0.3,-5,1,11,-0.047,.

Remaining list, next part
Molecule,FXIa inh 1536,p97 inhibitor,Furin inhibitor,PERK inhibitor,Thrombin inh,Wee1 stabilizer,FXIIa inh,KCC2 mod,KLK5 inh
Cc1ccc(-n2nc3cc(C)c(N)cc3n2)cc1,-12,2,-21[20 µM],0.0,-12,6,-13,0.12,-20
CCN1CCN(c2cc(C)c3cc(NC(=S)N4CCCC4)ccc3n2)CC1,-5,3,-17,0.0,-7,-2,3,0.6,-3
O=C(CN1C(=O)NC2(CCOc3ccccc32)C1=O)Nc1cccc(Cl)c1 (stereo unspecified),-5,-3,-15,-1.0,-16,1,-1,0.015,-4
C/C(=N\NC(N)=S)c1ccccc1,0,-2,-13,0.4,-2,-2,11,-0.048,0
CC1(C)OCC(COC(=O)Nc2cccnc2)([N+](=O)[O-])CO1,-2,6,-28,1.3,0,1,-5,1.3,-7
Cc1ccc(S(=O)(=O)NC(C(=O)Oc2ccc3ccc(=O)oc3c2)c2ccccc2)cc1 (stereo unspecified),1,4,-113,0.1,-3,3,0,-0.69,-63
CC(Sc1nc2c([nH]c3ccccc32)c(=O)n1C)c1ccccc1 (stereo unspecified),-3,-2,-14,-0.4,-9,-3,7,2.6,-4
O=C(N/N=C/C=C/c1ccco1)c1cccs1,1,8,-15,1.7,-4,6,9,-0.15,3
CCCn1cc(CN2CCC(Cc3cccc(F)c3)(C(=O)OCC)CC2)c(C)n1,-3,-5,-20,-2.4,-4,0,5,-0.01,-4
Cn1c(C(=O)O)ccc1S(=O)(=O)N(Cc1ccccc1)Cc1ccccc1,0,-1,-15,-0.2,-7,0,2,-1.4,-8
COC(=O)c1ccc2c(=O)n(CCCCCC(=O)NCCNC(C)=O)c(=O)[nH]c2c1,-2,2,-27,0.4,-3,-1,6,5.4*,2
O=C(CSc1ccccc1[N+](=O)[O-])NC1CCS(=O)(=O)C1 (stereo unspecified),-7,-2,-3,0.2,-6,3,2,0.54,-8

Other records follow:
Molecule,FXIa inh 1536,p97 inhibitor,Furin inhibitor,PERK inhibitor,Thrombin inh,Wee1 stabilizer,FXIIa inh,KCC2 mod,KLK5 inh
Cc1ccc(OC(=O)N2CCOCC2)cc1,3,-3,-11[20 µM],0.7,1,2,13,-0.69,-9
Cc1ccc(C(c2c(C)nn(-c3ccccc3)c2N)c2c(C)nn(-c3ccccc3)c2N)cc1,-5,-2,2,-1.6,-8,-1,-6,0.23,-14
CCCN(CCO)Cc1cccc(Br)c1,8,-5,-19[20 µM],0.3,2,0,13,1,1
CN(C)c1nn(C(=O)Nc2cccc(C(F)(F)F)c2)cc1-c1ccccc1,-8,1,-5,0.8,2,1,12,-0.054,-22
O=C(O)CC(NC(=O)C(c1ccccc1)c1ccccc1)c1cccc([N+](=O)[O-])c1 (stereo unspecified),-5,0,-10,1.1,2,0,9,-0.57,-4
CCOC(=O)c1[nH]c(C)c(C(=O)N2CCN(C(=O)c3ccco3)CC2)c1C,0,-2,-16[20 µM],0.1,0,4,11,-0.54,5
COc1ccc(-c2cc(C(=O)NCc3ccco3)no2)cc1OC,6,-1,-34[20 µM],-0.5,2,1,12,.,9
CC1CCN(S(=O)(=O)c2cn(CC(=O)N3CCN(C)CC3)c(=O)c3ccccc23)CC1,7,2,-19[20 µM],0.1,0,3,14,-0.38,-22
CCC(C(=O)NC1CCCC1)N(C(=O)Cn1nnc(-c2ccc(C)o2)n1)C(C)(C)C (stereo unspecified),0,2,-22,-0.7,6,2,8,0.24,-2
CC(=O)c1cccc(NC(=O)c2ccc3c(=O)n4c(nc3c2)CCCCC4)c1,9,-1,-14,-0.2,-2,4,6,-0.13,4
O=C(Cc1ccccc1)Nc1cccc([N+](=O)[O-])c1,-7,-3,-17,-0.3,3,1,2,0.51,-6
COc1ccc(C2C3=C(N=C4SCC(=O)N42)c2ccccc2CC3)cc1OC (stereo unspecified),4,4,-15,-0.2,-11,-3,9,-0.059,-2
COc1ccc(CNC(=O)CN(C(=O)CCC(=O)Nc2ccccn2)c2ccccc2OC)cc1,-3,2,-30,-1.0,-6,-1,0,-1.2,0
Cc1cc(N2CCN(C)CC2)nc2ccc(NC(=O)c3cccnc3Cl)cc12,-7,2,-20[20 µM],-0.5,-9,-2,-13,-0.005,-23
O=C(Nc1ccc(N2CCCCC2)cc1)C(Cl)c1ccccc1 (stereo unspecified),2,-4,-24,0.5,1,8,10,-0.17,3

High-throughput results (PubChem)

Hits appear at their usual frequency. Share with any hit: about 4.4%.
